D2 antagonist = D2 dopamine receptor (human) antagonism; P14416; HEK293 TREx D2 cells, calcium flux, dopamine EC80; inhibition, % at 10 µM; 2% of 340,000 active; AID 485344; in the data active = inhibition above about 30%; note: 0% is about no effect
Target sequence (P14416 whole entry, looked up): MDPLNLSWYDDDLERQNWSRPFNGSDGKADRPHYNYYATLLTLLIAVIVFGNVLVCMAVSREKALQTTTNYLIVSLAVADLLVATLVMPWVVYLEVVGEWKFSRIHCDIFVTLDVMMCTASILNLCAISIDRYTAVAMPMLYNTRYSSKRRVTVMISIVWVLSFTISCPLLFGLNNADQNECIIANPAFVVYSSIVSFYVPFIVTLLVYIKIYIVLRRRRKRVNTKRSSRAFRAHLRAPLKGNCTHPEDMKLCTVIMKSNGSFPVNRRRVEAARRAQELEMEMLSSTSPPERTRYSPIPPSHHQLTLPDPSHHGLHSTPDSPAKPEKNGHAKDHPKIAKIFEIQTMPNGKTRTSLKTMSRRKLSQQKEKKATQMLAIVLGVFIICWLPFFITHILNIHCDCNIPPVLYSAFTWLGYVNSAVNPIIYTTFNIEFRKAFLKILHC
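Dopamine at EC80 is the agonist stimulus; test compounds precede it by 180 s. Calcium flux read kinetically in a force-coupled, inducible HEK293 T-REx D2 cell line.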
D1 ag = agonists of human D1 dopamine receptor | P21728 | HEK293 T-REx D1 cells, calcium flux, agonist mode | activation, % at 2 µM | 1% of 360,000 active; in the data active = activation above about 30%; note: 0% is about no effect
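Agonism was scored from calcium flux recorded over 180 s (1 read/s) after pintool compound addition, following a 10-cycle baseline. Cells were inducible force-coupled HEK293 TREx D1, plated overnight at 30 C and loaded with no-wash calcium dye.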
TRHR PAM = TRH receptor (human) allosteric enhancement | P34981 | TRHR cells, fluo-8 calcium fluorescence, EC20 TRH enhancement | 0.66% of 360,000 active | enhancement, % at 2 µM; in the data active = enhancement above about 30%; note: 0% is about no effect
Target sequence (P34981 whole entry, looked up): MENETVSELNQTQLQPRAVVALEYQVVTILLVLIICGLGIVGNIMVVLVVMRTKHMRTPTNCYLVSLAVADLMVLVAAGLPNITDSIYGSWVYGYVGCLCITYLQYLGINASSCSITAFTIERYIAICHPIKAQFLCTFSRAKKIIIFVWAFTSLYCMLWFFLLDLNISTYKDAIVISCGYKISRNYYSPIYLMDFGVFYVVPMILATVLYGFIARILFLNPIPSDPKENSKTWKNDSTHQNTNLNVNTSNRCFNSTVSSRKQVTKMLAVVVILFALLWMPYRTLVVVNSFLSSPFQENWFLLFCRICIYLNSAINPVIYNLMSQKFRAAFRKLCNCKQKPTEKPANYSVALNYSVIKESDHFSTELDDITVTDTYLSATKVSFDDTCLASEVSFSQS
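TRHR-expressing cells loaded with fluo-8 calcium dye were read kinetically (ex 480/em 530) during compound addition, then stimulated with an EC20 of TRH (10 nM final). Enhancement of the Gq-mediated intracellular calcium response was scored.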
D2 PAM = D2 dopamine receptor (human) potentiation | P14416 | HEK293 T-REx D2, calcium flux, EC20 dopamine potentiation | potentiation, % at 10 µM | 0.34% of 340,000 active | AID 485347;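 active = potentiation over 3 SD above the plate norm, cut at about 30% in these data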; note: 0% is about no effect
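Tetracycline-induced HEK293 T-REx cells force-coupled to calcium signalling expressed D2; compounds were pin-added after a 10 s baseline, read kinetically 180 s, then an EC20 dopamine challenge followed with a further 180 s calcium read.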
D1 antag = antagonists of human D1 dopamine receptor; HEK293 TREx D1 cells, calcium flux, dopamine EC80; stronger effect = lower value; P21728; 3.2% of 360,000 active; activity change, negative = inhibition, % at 10 µM; in the data active = activity change below about -30%; note: % is set by controls: 0 for no effect and ±100 for the full control effect
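Inducible Hek293 Trex D1 cells (tetracycline, overnight, 30 C). Calcium dye 30–90 min RT. Antagonist mode: EC80 dopamine added after 180 s compound read.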
RXFP1 ag = agonists of human relaxin receptor RXFP1. Q9HBX9. HEK293T-RXFP1 cAMP TR-FRET, 30 min; response scale: percent of porcine relaxin response, buffer zero. Potency, µM (doses to about 57.5 µM), for inactives: at the top dose activation, usual class: activators. 0.3% of 370,000 active; active = well fitted activation curve with a large enough effect; inconclusive = small, poorly fitted or top-dose-only effect; note: potency is the fitted concentration of half-maximal effect; % is set by controls: 0 for no effect and ±100 for the full control effect; nearly all actives have a fitted effect of over 60% in size; many of its hits are not listed in these tables
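HEK293 cells stably expressing RXFP1, treated 30 min at 37C with compounds plus PDE4 inhibitor Ro 20174; cAMP measured by HTRF TR-FRET. Normalized to buffer and 29 nM porcine relaxin; EC50 by Hill fit.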
D2 agonist = agonists of human D2 dopamine receptor | 0.53% of 340,000 active | AID 485358 | HEK293 T-REx D2 cells, calcium flux agonist mode | P14416 | activation, % at 2 µM;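 active = activation over 3 SD above normal in the single-dose calcium agonist read, cut at about 30% in these data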; note: 0% is about no effect
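Agonism is scored from calcium flux in a force-coupled, inducible HEK293 cell line expressing D2, read kinetically for 180 s after compound addition against dopamine controls.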
D1 PAM = human D1 dopamine receptor positive modulation; HEK293 TREx D1 cells, calcium flux, dopamine EC20 potentiation; potentiation, % at 10 µM; AID 504651; 0.036% of 360,000 active; in the data active = potentiation above about 30%; note: 0% is about no effect
RXFP1 antag = antagonists of human relaxin receptor RXFP1 | activity change, negative = inhibition, % at 57.5 µM | HEK293-RXFP1, relaxin-stimulated cAMP HTRF, 30 min; stronger effect = lower value | Q9HBX9 | 0.59% of 350,000 active;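 active = activity change of -60% or lower, but not beyond a set lower limit; inconclusive = change between -60% and -40%, or beyond the set limit; inactive = change above -40%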; note: % is set by controls: 0 for no effect and ±100 for the full control effect
Numbers without * were called inactive; ? = inconclusive; nt = no result given.

SMILES | D2 antagonist | D1 ag | TRHR PAM | D2 PAM | D1 antag | RXFP1 ag | D2 agonist | D1 PAM | RXFP1 antag
CCCCCCCCCC(=O)N1c2ccccc2NC(=O)C1CC(=O)Nc1ccc(C(=O)O)cc1 (stereo not drawn) | -14 | 39* | -5 | 4 | 14 | 1.3% | -0.6 | -5 | -11
O=C(CSc1ccc(-c2ccc(Cl)cc2)nn1)Nc1ccc2c(c1)OCCO2 | -16 | 1 | 8 | -3 | -31* | 4.0% | -1.3 | -7 | nt
O=C(O)CCC(=O)NNc1ccccc1[N+](=O)[O-] | -10 | 5 | 6 | 9 | 3 | 2.9% | 3.1 | -2 | -4
CN(C(=O)C(Cl)Cl)c1ccc(OC(=O)c2ccco2)cc1 | 11 | 4 | 2 | -7 | -9 | 0.4% | -3.3 | -3 | -19
Cc1c(CCC(=O)NCCCCCC(=O)O)c(=O)oc2c(C)c3oc4c(c3cc12)CCCC4 | 2 | 1 | -3 | -3 | 11 | 4.5% | 0.7 | -14 | 17
O=C(Nc1ccc(F)cc1)c1oc2ccccc2c1NC(=O)C1CC1 | 1 | 4 | 0 | 2 | 0 | 0.9% | 0.0 | -1 | -13
COc1ccc(-c2nc3ccccc3c(=O)n2NC(=O)Cc2ccccc2)cc1 | 10 | 3 | 3 | 14 | 13 | 0.9% | -2.6 | 4 | nt
CC(=O)Nc1ccc(NC(=O)c2ccccc2Sc2ccc([N+](=O)[O-])cc2Cl)cc1 | nt | 17 | -3 | nt | 10 | -0.6% | nt | -7 | -4
O=C1CCCN2N=C(SCC(=O)N3N=C(c4ccc(Br)cc4)CC3c3ccc(F)cc3)SC2=N1 (stereo not drawn) | 15 | 2 | -4 | -2 | 5 | 8.9% | 3.6 | -5 | -26
O=C(Nc1cccc2c1CCCC2)c1ccco1 | 13 | 2 | 28 | 8 | -7 | 2.3% | -2.1 | 2 | 1
COc1ccc(S(=O)(=O)N2CCN(C(=O)CCOc3ccccc3)CC2)cc1OC | -7 | 0 | -1 | 10 | -11 | 0.2% | 0.6 | 3 | 2
CC(C)(C)[C@@H]1C=C(C(=O)O)O[C@H](OCc2ccc(CO)cc2)C1 | 2 | -2 | -3 | -6 | 4 | 0.2% | 0.2 | 4 | nt

Molecules shown so far containing a Cl atom:
SMILES | D2 antagonist | D1 ag | TRHR PAM | D2 PAM | D1 antag | RXFP1 ag | D2 agonist | D1 PAM | RXFP1 antag
O=C(CSc1ccc(-c2ccc(Cl)cc2)nn1)Nc1ccc2c(c1)OCCO2 | -16 | 1 | 8 | -3 | -31* | 4.0% | -1.3 | -7 | nt
CN(C(=O)C(Cl)Cl)c1ccc(OC(=O)c2ccco2)cc1 | 11 | 4 | 2 | -7 | -9 | 0.4% | -3.3 | -3 | -19
CC(=O)Nc1ccc(NC(=O)c2ccccc2Sc2ccc([N+](=O)[O-])cc2Cl)cc1 | nt | 17 | -3 | nt | 10 | -0.6% | nt | -7 | -4

(next part)
SMILES | D2 antagonist | D1 ag | TRHR PAM | D2 PAM | D1 antag | RXFP1 ag | D2 agonist | D1 PAM | RXFP1 antag
C=CCn1c(=NC(=O)CN2C(=O)CCC2=O)sc2cc(S(N)(=O)=O)ccc21 | -10 | -1 | 1 | -7 | -12 | -0.2% | 1.4 | -4 | -7
COc1ccccc1C(=O)Nc1ccc(S(=O)(=O)NC2=NCCCCC2)cc1 | 29 | 3 | 1 | -5 | -58* | 2.9% | 2.0 | -12 | 7
CSc1ccc(CN(C)CC(=O)Nc2ccc(NC(C)=O)cc2)cc1 | 7 | 3 | 2 | -15 | -4 | -0.1% | -0.1 | -2 | -23
Cc1ccc(-n2ncc(C(=O)NCc3ccccc3C)c2-n2cccc2)cc1 | nt | 8 | 7 | -4 | -8 | 0.1% | -0.2 | -2 | -2
CCOc1ccc(CNC(=O)C2Cc3ccccc3N2C(=O)CC)cc1OC (stereo not drawn) | nt | 0 | 0 | 2 | -5 | 2.2% | nt | 2 | -3
CC(=O)Nc1cccc(NC(=O)CSc2ccc(-c3sc(-c4ccccc4)nc3C)nn2)c1 | nt | 5 | 1 | -4 | 3 | 1.8% | -0.2 | -4 | ?
COc1ccc2[nH]c(C)c(CCNC(=S)Nc3cc(C)cc(C)c3)c2c1 | 13 | -1 | -14 | 1 | -11 | 2.3% | 1.3 | -4 | nt
COc1ccc(S(=O)(=O)N2CCOC2CNC(=O)C(=O)NCCc2ccccc2OC)cc1 (stereo not drawn) | -1 | 2 | -2 | -3 | -14 | 3.8% | 0.2 | -5 | 4
CN(C)CCCNC(=O)c1cc(C(=O)C2CCCCC2)c[nH]1 | 24 | 2 | 0 | 0 | 3 | -2.0% | 1.4 | -6 | 6
COc1ccc(CCNC(=O)c2cccc(NC(=O)CC3SC(N4CCCCC4)=NC3=O)c2)cc1OC (stereo not drawn) | 15 | 2 | 3 | -1 | 3 | -0.2% | -1.8 | 11 | -15
O=C1N(CN2CCC3(CC2)OCCO3)c2ccccc2C12OCCCO2 | 4 | 5 | -11 | 6 | -11 | 1.8% | 0.1 | -6 | -11
COc1ccc(NC(=O)CN(c2ccc(C)cc2)S(C)(=O)=O)c(OC)c1 | -1 | 1 | 0 | -6 | 2 | -0.3% | 0.2 | -1 | -6

Looked up one by one from the entries so far, two records:
SMILES | D2 antagonist | D1 ag | TRHR PAM | D2 PAM | D1 antag | RXFP1 ag | D2 agonist | D1 PAM | RXFP1 antag
O=C(Nc1ccc(F)cc1)c1oc2ccccc2c1NC(=O)C1CC1 | 1 | 4 | 0 | 2 | 0 | 0.9% | 0.0 | -1 | -13
CCOc1ccc(CNC(=O)C2Cc3ccccc3N2C(=O)CC)cc1OC (stereo not drawn) | nt | 0 | 0 | 2 | -5 | 2.2% | nt | 2 | -3

Record cards, from the list above. Order of screens: D2 antagonist, D1 ag, TRHR PAM, D2 PAM, D1 antag, RXFP1 ag, D2 agonist, D1 PAM, RXFP1 antag
Listed for COc1ccc2[nH]c(C)c(CCNC(=S)Nc3cc(C)cc(C)c3)c2c1 → 13, -1, -14, 1, -11, 2.3%, 1.3, -4, nt
Listed for CC(=O)Nc1cccc(NC(=O)CSc2ccc(-c3sc(-c4ccccc4)nc3C)nn2)c1 → nt, 5, 1, -4, 3, 1.8%, -0.2, -4, ?

(list continues)
SMILES | D2 antagonist | D1 ag | TRHR PAM | D2 PAM | D1 antag | RXFP1 ag | D2 agonist | D1 PAM | RXFP1 antag
O=C(Nc1ccccc1N1CCN(c2ccccc2)CC1)c1ccccc1 | -2 | 1 | 1 | 9 | 5 | 2.0% | 0.1 | -2 | -8
COc1ccc(N=Cc2nc(-c3ccccc3)oc2OC(=O)c2ccccc2)cc1 | -3 | 2 | 4 | -3 | 0 | -0.2% | -0.6 | -2 | -6
CC(/C=N/NC(=O)c1cnccn1)=C\c1ccco1 | 12 | 0 | 15 | -12 | 3 | 0.8% | 0.0 | -1 | -12
CC(C)CC(NC(=O)OC(C)(C)C)C(=O)NC(C(=O)NC(C)C(N)=O)C(C)C (stereo not drawn) | -15 | 1 | 4 | -7 | 13 | -1.6% | 2.0 | 3 | -15
COc1ccc(CNC(=O)c2ccc3c(c2)nc2n3CCCCC2)cc1 | nt | -1 | 0 | -7 | -3 | 1.8% | 0.3 | 0 | -17
CN(C)CCCNC(=O)c1ccc(-c2nc(-c3ccc(Cl)cc3)cs2)cc1 | 10 | 13 | -13 | -14 | -59* | 2.3% | 0.0 | -13 | -38
CCOc1ccccc1NC(=O)COc1ccc2c(c1)OCO2 | -8 | 3 | -5 | 9 | -11 | -0.4% | 0.9 | nt | 1
CN1CCN(CCC(=O)Nc2cccc(F)c2)CC1 | 1 | 4 | 3 | 0 | -1 | 2.6% | -3.6 | -2 | -4
COc1ccc(N(C(=O)c2snc(C(N)=O)c2N)C(C(=O)NC2CCCCC2)c2ccc(C)o2)c(OC)c1 (stereo not drawn) | 19 | 4 | -2 | nt | 26 | 3.4% | -3.1 | -5 | -7
CC(C)(C)OC(=O)N1CCC(c2c(C(=O)O)cnn2-c2ccccc2)CC1 | -3 | 1 | -1 | -1 | 0 | 4.1% | 0.5 | 2 | 14
COC(=O)C1=C(C)NC(=O)CC1c1cccc(OC)c1OC (stereo not drawn) | 9 | 2 | -8 | -1 | 0 | 0.0% | 0.6 | -6 | 4
CC(C)(C)C1CCc2c(sc(NC(=O)CCC(=O)O)c2C(=O)Nc2ccccc2C(F)(F)F)C1 (stereo not drawn) | nt | -2 | 7 | 17 | -6 | 0.0% | 2.2 | 0 | -21
Cc1ccc(S(=O)(=O)N(C)Cc2ccc(-c3nnco3)cc2)cc1 | 1 | 6 | -4 | 0 | -28 | 0.2% | 15 | -10 | -1
CCOc1ccc(NC(=O)C(c2ccccn2)N(C(=O)CCl)c2ccc(OC)cc2)cc1 (stereo not drawn) | 1 | 10 | -14 | 2 | 2 | 0.3% | 0.6 | -2 | 5
COc1cc(C(=O)NCCc2csc(-c3ccc(Cl)cc3)n2)cc(OC)c1OC | nt | 4 | 0 | -1 | -6 | 7.2% | -1.1 | -3 | -22
O=C(Oc1ccc2ccc(=O)oc2c1)c1cccs1 | -9 | 3 | -4 | 12 | 4 | 0.3% | 0.6 | -5 | -6
Cc1ccc(OCCC(=O)OCC(=O)NC2CCS(=O)(=O)C2)cc1 (stereo not drawn) | -1 | 0 | -6 | -8 | 3 | 0.2% | 0.2 | -1 | 2
COc1ccccc1-c1c(C)nn2c(N3CCCCCC3)cc(C)nc12 | -3 | 5 | -6 | 3 | 2 | 3.2% | -1.5 | -1 | nt
CCC(=O)Nc1nonc1-c1nc2ccccc2n1N(C(=O)CC)C(=O)CC | -3 | 2 | 1 | -5 | -1 | 0.6% | 0.7 | -5 | 6
Cc1ccc(CNC(=O)C2CCCN2S(=O)(=O)c2ccc(F)cc2)cc1 (stereo not drawn) | -4 | 0 | 47* | 0 | 13 | -0.3% | 0.8 | -5 | 7
CCOc1ccc(-n2c(N)c(-c3nc4ccccc4[nH]3)sc2=S)cc1 | -16 | 1 | 0 | -5 | -3 | -0.2% | -0.7 | 0 | -20
CC(=O)Nc1sc2c(c1C(c1cccs1)N1CCOCC1)CCCC2 (stereo not drawn) | 10 | 1 | 4 | 1 | -7 | 3.1% | 0.9 | -7 | -1
Cc1ccc(CNC(=O)CN2N=C(c3ccccc3)CCC2=O)cc1 | nt | -5 | -3 | -1 | 2 | 3.0% | -0.3 | 0 | -12
CCN(CC)CCN(C(=O)c1cccc(N2C(=O)CCC2=O)c1)c1nc2cc3c(cc2s1)OCO3 | 16 | 3 | 4 | -4 | 7 | 0.2% | -0.1 | -3 | -17
COc1cccc(NC(=O)Nc2ccc3c(c2)OCO3)c1 | -4 | 3 | -4 | -3 | 5 | -3.3% | 0.0 | -2 | -2
OCCC1CN(Cc2cccn2-c2nccs2)CCN1Cc1ccc(F)c(F)c1 (stereo not drawn) | 6 | 2 | 5 | -8 | 15 | -1.0% | -0.2 | -3 | -10
CSCCC(NC(=O)c1cccc([N+](=O)[O-])c1)c1nc2ccccc2[nH]1 (stereo not drawn) | 25 | 0 | -3 | -24 | -1 | -0.6% | -0.9 | -5 | 5

An excerpt. The share of hits here may be higher or lower than overall.
